PDI inh: inhibitors of human protein disulfide isomerase. PDI insulin aggregation turbidity, A650, 90 min. P07237. inhibition, % at 10 µM. 0.052% of 350,000 active;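 active means mean inhibition across replicates of 30% or more, whatever share of single replicates reach that level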;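 further: absorbance from insulin aggregation driven by PDI reduction with DTT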
Target sequence (P07237 whole entry, looked up): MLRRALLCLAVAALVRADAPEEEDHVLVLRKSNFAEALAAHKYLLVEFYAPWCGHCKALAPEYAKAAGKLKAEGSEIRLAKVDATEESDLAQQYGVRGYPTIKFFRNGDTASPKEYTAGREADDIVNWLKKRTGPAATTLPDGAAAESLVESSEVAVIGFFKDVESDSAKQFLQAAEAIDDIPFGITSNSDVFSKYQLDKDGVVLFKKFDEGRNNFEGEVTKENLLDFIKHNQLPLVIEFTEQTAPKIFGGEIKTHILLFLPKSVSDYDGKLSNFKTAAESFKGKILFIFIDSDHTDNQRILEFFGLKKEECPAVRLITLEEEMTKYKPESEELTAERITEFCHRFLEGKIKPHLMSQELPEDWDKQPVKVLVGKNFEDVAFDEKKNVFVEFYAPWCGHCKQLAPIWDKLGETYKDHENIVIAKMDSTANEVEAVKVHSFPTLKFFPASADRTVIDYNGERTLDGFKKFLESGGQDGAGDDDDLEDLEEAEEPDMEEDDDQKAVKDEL
Peg3 promoter: Peg3 promoter activity inhibition. inhibition, % at 20 µM. 1.7% of 360,000 active. HeLa PEG-Prom luciferase reporter, luminescence, overnight;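 active means inhibition of at least 50% at 20 µM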
Shn3 inh set2: Schnurri-3 reporter inhibition in Clone20 osteoblasts. Clone20 osteoblast Shn3 3'UTR firefly luciferase, 24 h. 0.52% of 360,000 active. AID 588674. inhibition, % at 12.5 µM;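 active means mean inhibition of at least 75% with every replicate also reaching 75%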;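 further: 0% = median of neutral control wells and 100% = pilot-screen positive control compound; some compounds past the cut are filed as inactive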
HIF-2a inh: inhibitors of HIF-2a; 786-0 RCC cells HIF-2a reporter, luciferase luminescence, overnight; inhibition, % at 18.8 µM; 0.72% of 360,000 active;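 active means inhibition of the luminescence signal of 40% or more relative to plate controls, in a single-dose primary screen at 18.75 µM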
hiPSC survival: hiPSC single-cell survival enhancement; ATPlite luminescence; 100% = ROCK inhibitor wells, 0% = DMSO; survival enhancement, % at 20 µM; 0.044% of 360,000 active; in the data active means survival enhancement above about 18%;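 further: cells exposed to compounds for 16 hours before the ATP read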
NR2E3 ag-1: human photoreceptor-specific nuclear receptor agonism. inhibition of corepressor binding, % at 3.98 µM. CHO-S Gal4-NCOR/VP16-NR2E3 two-hybrid, luciferase. 0.35% of 360,000 active. Q9Y5X4. AID 602229;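 active means inhibition above the mean of all tested compounds plus 3 SD, cut at about 70% in these data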;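 further: 0% = DMSO with NR2E3 transfected cells and 100% = cells lacking NR2E3 construct; higher means lower luciferase signal from less NR2E3 corepressor binding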
CaV13 FRET inh: Disruptors of the CACNA1D IQ motif to Ca2+-dependent inactivation inhibitor domain association, primary screening, Förster resonance energy transfer in intact living … | HEK cells, CFP/YFP FRET ICDI-IQ, plate reader, 10 min; percent FRET-ratio fall versus neutral wells | inhibition, % at 12.3 µM | 0.098% of 340,000 active | AID 743397;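 active means mean replicate inhibition of at least 30% and at least 1% of replicates passing that level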;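 further: 0% = median of the neutral control wells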
NR2E3 ag-2: NR2E3 (human) agonism; Q9Y5X4; GST-NR2E3/biotin-RetCOR TR-FRET, 1536-well; inhibition of corepressor binding, % at 4.78 µM; 0.12% of 320,000 active; AID 2300;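 active means percent inhibition above the cutoff of mean plus 3 SD of all tested compounds, set per screening campaign, cut at about 20% in these data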;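 further: 0% = DMSO wells and 100% = biotin wells as full block of FRET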
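system = GST-tagged NR2E3 plus biotinylated RetCOR corepressor | input = 1.35 nM GST-NR2E3 | also added = 7 nM biotin-RetCOR | schedule = 5 h incubation at 4 °C | measured by = TR-FRET with europium anti-GST and streptavidin-D2, 340 nm excitation | read-out = percent loss of FRET ratio relative to control wells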
MITF TRPM1 inh: MITF TRPM1 promoter inhibition in SK-MEL-5 cells; SK-MEL-5 TRPM1 promoter luciferase, 24 h; inhibition, % at 12.5 µM; 0.83% of 330,000 active; AID 488899;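 active means mean inhibition across replicates of 60% or more, whatever share of single replicates reaches that level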; further: values of inactives mirror those of a sister screen read the other way
HTR2A ag: mouse HTR2A agonism via beta-arrestin recruitment; 0.66% of 360,000 active; AID 624169; activation, % at 7.6 µM; CHO-K1 mHTR2A beta-arrestin complementation, luminescence; percent of 30 µM serotonin response; P35363;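 active means activation above a run cutoff, the mean activation of all tested compounds plus 3 SD, cut at about 14% in these data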;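 further: 0% = plate median of compound wells and 100% = 30 µM serotonin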
Target sequence (P35363 whole entry, looked up): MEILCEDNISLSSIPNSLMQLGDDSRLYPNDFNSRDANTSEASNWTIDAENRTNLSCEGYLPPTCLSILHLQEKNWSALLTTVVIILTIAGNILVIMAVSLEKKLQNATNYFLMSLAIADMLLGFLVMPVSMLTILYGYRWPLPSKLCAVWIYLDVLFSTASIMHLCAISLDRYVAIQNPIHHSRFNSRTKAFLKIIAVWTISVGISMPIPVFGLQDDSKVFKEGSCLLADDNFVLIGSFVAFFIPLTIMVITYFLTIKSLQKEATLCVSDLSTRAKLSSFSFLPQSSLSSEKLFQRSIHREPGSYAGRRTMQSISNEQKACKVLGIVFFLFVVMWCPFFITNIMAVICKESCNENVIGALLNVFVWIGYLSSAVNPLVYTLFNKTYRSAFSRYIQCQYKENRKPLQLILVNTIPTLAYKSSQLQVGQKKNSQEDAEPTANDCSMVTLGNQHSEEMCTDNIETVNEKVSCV
Cardio protect: protects H9c2 cardiomyocytes from peroxide injury | H2O2 injury protection, ATPLite, 2 h | protection from H2O2 cell death, % at 20 µM | 0.63% of 360,000 active;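 active means compounds giving at least 50% protection of heart cells from peroxide-induced death in the single-dose screen, raw or plate-pattern-corrected value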;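 further: 0% = DMSO wells with peroxide and 100% = DMSO wells without peroxide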
* marks the source's active call; other numbers are inactive results; nt = no result given; & = joins results of further samples. Rows were taken by chance. About 3.9% of those tested had a hit in this group.

SMILES	PDI inh	Peg3 promoter	Shn3 inh set2	HIF-2a inh	hiPSC survival	NR2E3 ag-1	CaV13 FRET inh	NR2E3 ag-2	MITF TRPM1 inh	HTR2A ag	Cardio protect
O=C(CSc1c(F)c(F)cc(F)c1F)Nc1ccc(C2SCCS2)cc1	9	-21	-10	-34	0.1	-9	-12	-3	-20	-4	-7
O=C(CNC(=O)C1CCCCC1)NC1=NCCS1	1	1	15	11	0.1	14	-5	1	0	3	0
COc1ccccc1Cn1c(=O)c2ccccc2n2c(SCc3csc(C)n3)nnc12	-8	15	2	19	0.2	-3	-9	-1	5	-2	12
Cc1ccc(CSCCNC(=O)CN2C(=O)c3ccccc3S2(=O)=O)cc1	-3	17	5	1	-1.9	-14	-7	0	1	-2	4
N#Cc1cccnc1N1CCN(C(=O)c2cccs2)CC1	12	-10	-1	-18	0.1	-33	-4	nt	-4	-4	7
O=C(NNS(=O)(=O)c1ccccc1F)c1cc(-c2ccccc2)n[nH]1	14	2	4	-10	1.1	6	-4	6	0	2	4
O=S1(=O)CC(N2CCN(Cc3ccccc3F)CC2)CN1Cc1cn(Cc2ccc(F)cc2)nn1 (stereo not given)	nt	nt	nt	1	0.8	10	-4	nt	nt	10	nt
Cc1cc(C(=O)N/N=C/c2ccc3c(c2)OCO3)c2ccccc2n1	-4	31	-1	10	-0.4	-22	-1	1	14	0	0
Cc1ncsc1CCOC(=O)c1cccc([N+](=O)[O-])c1	-6&1	-14&-15	8&-24	15&0	-1.5&-0.1	-29&-8	-5&-6	2&0	11&-5	0&-2	0&-5
COc1ccccc1N1CC(C(=O)Nc2nnc(SCC(=O)N3CCOCC3)s2)CC1=O (stereo not given)	-2	8	-77	4	-0.1	-37	-7	0	3	-4	0
COc1cc2c(cc1OC)C(CCc1ccccc1)=NCC2	3	17	nt	8	1.3	-5	-6	-2	-6	-5	4
Cc1cc(CNC(=O)COc2ccc(C)c(C)c2)c2ccccc2n1	-3	19	12	18	0.1	-23	-6	1	7	2	-10
Nc1cc(S(=O)(=O)Nc2ccccc2Cl)ccc1N1CCCC1	-2	7	8	10	-0.1	18	-3	3	3	1	-20
O=C1c2ccccc2NC(c2ccccn2)N1c1ccccc1F (stereo not given)	10	-7	5	-6	2.2	2	-6	-2	3	-4	6
Cc1cccc(OCC(=O)Nc2ccc(N3CCN(S(C)(=O)=O)CC3)cc2)c1C	2	22	34	10	-3.0	1	-5	0	0	3	-2
CSc1ccc(C#N)cc1NC(=O)c1cccc(Cl)c1	5	15	2	1	-1.8	-53	-4	7	16	-10	4
CCCCn1c(N)c(N(CCOC)C(=O)CSCc2ccc(Cl)c(Cl)c2)c(=O)[nH]c1=O	5	-3	-2	18	0.1	-12	-1	0	9	0	2
COc1cc2c(cc1CNC[C@H]1O[C@@H](n3cc(C)c(=O)[nH]c3=O)C[C@@H]1O)OCO2	5	4	-27	4	-0.3	-6	-6	nt	nt	-1	3
O=C(CN(CC1CCCO1)S(=O)(=O)c1ccc(S(=O)(=O)NCC2CCCO2)cc1)Nc1ccccc1 (stereo not given)	-4	4	-9	1	1.5	-2	-7	-1	-4	0	-1
COc1ccc(/C(C)=N/NC(=O)c2ccncc2)cc1[N+](=O)[O-]	-9	10	-13	15	-0.6	-40	-7	0	21	-4	0

4 compounds drawn at random from those above, as already listed:
SMILES	PDI inh	Peg3 promoter	Shn3 inh set2	HIF-2a inh	hiPSC survival	NR2E3 ag-1	CaV13 FRET inh	NR2E3 ag-2	MITF TRPM1 inh	HTR2A ag	Cardio protect
Cc1ccc(CSCCNC(=O)CN2C(=O)c3ccccc3S2(=O)=O)cc1	-3	17	5	1	-1.9	-14	-7	0	1	-2	4
O=C(CSc1c(F)c(F)cc(F)c1F)Nc1ccc(C2SCCS2)cc1	9	-21	-10	-34	0.1	-9	-12	-3	-20	-4	-7
Cc1cc(CNC(=O)COc2ccc(C)c(C)c2)c2ccccc2n1	-3	19	12	18	0.1	-23	-6	1	7	2	-10
O=C1c2ccccc2NC(c2ccccn2)N1c1ccccc1F (stereo not given)	10	-7	5	-6	2.2	2	-6	-2	3	-4	6

The listing continues.
SMILES	PDI inh	Peg3 promoter	Shn3 inh set2	HIF-2a inh	hiPSC survival	NR2E3 ag-1	CaV13 FRET inh	NR2E3 ag-2	MITF TRPM1 inh	HTR2A ag	Cardio protect
O=C(CSc1nnc(CCCO)n1-c1ccccc1)Nc1nccs1	-3	23	-31	14	-0.6	-13	-8	-3	3	4	-2
Cc1csc(NC(=O)CSc2ccc(-c3ccc(F)cc3)nn2)n1	2	-23	4	-5	-0.3	12	-2	2	13	-9	3
Cc1ccc(Cc2c(-c3ccc(F)cc3)nc3ccc(Br)cn23)cc1	nt	-109	-20	-225	0.3	-39	-5	nt	nt	4	-11
CCn1c(CNc2ccc(F)cc2)nnc1SCC(=O)Nc1ccc(OC)cc1OC	7	4	-10	9	-0.9	5	-8	-3	1	-5	-1
Cc1ccc(C)c(OCCC(=O)Nc2ccc(S(=O)(=O)N3CCCC3)cc2)c1	-17	19	-15	16	0.6	12	-6	1	nt	-6	-4
COc1ccc(CCNC(=O)CN(c2ccc(OC)c(OC)c2)S(=O)(=O)c2ccc(C)cc2)cc1	1	-1	9	16	-0.5	-14	-3	-1	6	-3	2
Cn1nc(C(F)(F)F)c(C(=O)Nc2ccc(F)cc2F)c1Oc1cccc(Cl)c1	5	6	-24	19	9.4	6	-6	-1	6	3	1
COc1ccccc1Oc1ccc2c(c1)C(=O)N(CC1CCCO1)C2=O (stereo not given)	3	-15	-33	-7	-0.7	-65	-19	0	-24	1	-1
O=C(NCCS(=O)(=O)NCCc1ccccc1)c1ccc2c(c1)OCO2	-7	-255	-50	-158	-0.4	-170	-8	1	-103	-3	-8
CSc1nc(N(C)NC(=O)c2ccc(F)cc2)c2ccccc2n1	-8	7	7	4	-0.8	-72	-6	2	22	5	2
CC(C)Cc1n[nH]c(=O)[nH]1	12	12	72	24	-0.3	-12	1	-1	-6	-3	-1
COCCOc1ccc(C(F)(F)F)cc1NC(=O)CN1C(=O)NC2(CCc3ccccc32)C1=O (stereo not given)	-5	6	26	9	0.1	7	-2	1	0	0	-2
CC(C)CN(CC(C)C)C1=N/C(=C\c2ccco2)C(=O)N1c1ccccc1	-2	17	-4	15	-2.8	-15	-8	1	7	-8	-15
O=C(Nc1ccc(Cl)cc1C(F)(F)F)c1ccccc1Cl	0	-29	4	-12	-0.9	5	-5	-2	-15	3	-4
O=c1cc(-c2ccccc2)nc2nc(-c3ccccc3)[nH]n12	-2	-100	-36	-151	1.9	-16	nt	3	-19	-2	-3
O=C(NCCCCNC(=O)c1ccccc1Br)c1ccccc1Br	-2	-3	-4	13	-0.4	19	-1	-3	nt	0	7
O=C(CCCSc1nc(-c2ccco2)cc(C(F)(F)F)n1)NCc1cccs1	-9	19	10	5	-0.4	-13	-1	-1	6	-2	-13
O=C(CNC(=O)c1ccco1)Nc1ccc(F)c(Cl)c1	4	-6	2	-9	0.8	-30	-14	nt	2	-2	-4
Cn1nc(C(F)(F)F)c(C(=O)Nc2ccc(C(F)(F)F)cc2)c1Cl	4	-8	11	-20	-1.8	16	-6	-2	-5	3	-4
COc1ccccc1NC(=O)Nc1ccc(Br)cn1	13	-5	-4	-48	-3.5	-6	-6	-3	9	5	-8
CCC(CC)C(=O)Nc1nnc(SCC(=O)N2CCN(c3ccccc3OC)CC2)s1	3	21	14	16	-1.5	6	-6	2	4	-2	4
CCNc1nc(Oc2ccc(=O)n(C)n2)nc(N2CCOCC2)n1	-7	-10	8	13	-1.7	-5	-5	-3	-2	-3	-10
COCCN1C(=O)N[C@@H](c2cccc(F)c2)C(C(C)=O)=C1C	-4	3	-8	15	0.7	8	-5	0	-4	1	-2
CC(C)Cn1c(N)c(C(=O)COC(=O)C2CC(=O)N(Cc3ccccc3Cl)C2)c(=O)n(C)c1=O (stereo not given)	0	24	19	20	-0.1	-14	-4	1	1	1	-9
CCOC(=O)c1ccc(S(=O)(=O)N2CCN(C(=O)C3CSC4(C)CCC(=O)N34)CC2)cc1 (stereo not given)	9	17	3	-2	-0.1	8	-24	3	2	11	-2
O=C(c1ccccc1)c1cnc(-c2ccccc2)s1	-5	-141	-83	-244	0.4	-103	-6	2	-36	4	-14
Cc1cc2cc(CNC(=O)c3ccc4c(c3)OCO4)ccc2n1C	6	13	-2	9	0.7	-4	-7	2	0	0	5
O=C(Cc1ccccc1F)NCC(=O)Nc1ccccc1Br	2	-1	2	-6	-0.2	4	-4	0	3	2	1
Cc1cccc(Nc2nnc(SCC(=O)c3c(N)n(C4CC4)c(=O)[nH]c3=O)s2)c1	5	8	-32	-16	-0.2	13	-14	7	-7	3	-1
CCc1nc(N)c(C#N)c(-c2ccc(F)cc2)c1C	-6	3	3	15	-0.4	-13	nt	1	-6	-2	-2
Cn1cc(-c2nc3ccccc3[nH]2)c2ccccc21	6	-207	-69	-237	-4.3	-50	-5	-2	-34	-7	-16
O=C(COC(=O)C1CCN(c2ccc(C(F)(F)F)cn2)CC1)NCc1ccccc1	5	2	-4	-13	-0.5	-45	-5	2	-1	-6	2
O=C(CN(C(=O)CCC(=O)Nc1nccs1)c1ccc(F)cc1)NCCc1ccccc1	8	5	2	19	-0.5	-13	-4	2	2	1	4
CCOCCCNC(=O)C(NC(=O)CNC(=O)c1ccccc1)c1ccc(OC)cc1 (stereo not given)	-5	12	8	10	-0.1	-9	-13	0	-12	5	4
CCCCn1c(SCC(=O)Nc2cccc(OC)c2)nc2ccc(N3CCOCC3)cc2c1=O	1	0	-3	-46	7.6	-27	-4	-1	-2	-5	-1
Nc1nc(NC2CCCC2)cc(=O)[nH]1	1	12	-11	14	0.1	-14	-7	nt	-1	-4	6
Cc1cc(-c2nnco2)c(C)n1-c1ccccc1	-1	-167	-7	-154	-0.9	-78	-2	1	-7	-1	-15
OC1CNc2c(ccc3ccccc23)C1 (stereo not given)	3	-9	-14	-9	0.2	-43	-6	nt	-1	-4	-10
Cc1cc(=O)[nH]c(-c2ccccc2OC(F)(F)F)n1	25	4	-6	14	-0.3	-24	-2	-2	5	0	6
COc1cc(C(=O)Nc2cccc(-n3cnnn3)c2)cc(OC)c1OC	10	3	-9	-9	-0.5	26	-3	1	2	0	5
Cc1nn(Cc2ccccc2)c(C)c1C(=O)NCC(c1cccs1)N1CCOCC1 (stereo not given)	0	6	1	14	0.1	9	-6	2	-5	6	0
O=C(NCc1ccncc1)C(=O)N/N=C/c1cccnc1	8	6	-3	1	-0.5	-9	-11	0	2	-1	-2
CCC(=O)Nc1ccc(-c2nc(-c3ccccc3)n(CC(=O)N3CCCCC3)n2)cc1	-1	13	12	2	3.7	-12	nt	2	-1	2	18
CCc1ncc(C(O)c2cccc3ccccc23)n1C (stereo not given)	-5	17	14	15	3.2	-4	-6	0	10	2	-6
CC(C)(C)c1cc(CN2CCC(O)CC2)cc(C(C)(C)C)c1O	4	19	3	8	-1.2	-9	-3	1	-1	5	6

Compound activity deposited in PubChem BioAssay by several laboratories.
